Screening results from PubChem BioAssay.
ER stress rescue: rescue of cells from ER stress-induced death, primary screen, 384-well, CSM14.1, thapsigargin, ATP luminescence (AID 1222); CSM14.1 thapsigargin-induced death rescue, ATP luminescence; higher % means a stronger effect; one-dose cellular ATP content (survival), % at 20 µM; EC50 in µM for titrated hits; 190,000 tested, under 10 active;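 active = EC50 below 50 µM in the dose-response confirmation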;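 note: death triggered by thapsigargin at about 15 µM added after 2 h compound pretreatment; cell ATP read after overnight thapsigargin exposure of roughly 18 to 22 hours; normalized against plate controls of thapsigargin alone and 5% DMSO vehicle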
Dynein transport: dynein cargo transport inhibition. 3617.4 mouse cells, GR-EGFP nuclear translocation imaging; test concentration mostly 20 µM; stimulated with dexamethasone, 1 µM; active compounds read low. z-score, hits read low. actives 0.47% (n = 220,000). AID 1381;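 active = plate z-score of nuclear minus cytoplasmic receptor signal below a set negative limit, without overly bright fluorescence or cell loss, cut at about -3.5 in these data, passing the limit was not always enough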;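 note: z-score of nuclear minus cytoplasmic ring GR-EGFP intensity difference per well; some compounds called inactive have numbers as strong as hits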
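Schedule: 48 h induction, then 1 h compound, then 30 min agonist, 37 °C. Buffer or medium: tetracycline-free induction medium containing charcoal-stripped FBS. Reagent: 1.0 µM final dexamethasone stimulus. Evaluation: nuclear versus cytoplasmic GR-EGFP signal, averaged per well. Signal: high-content fluorescence imaging after fixation.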
Insulin prom up: MIN6 insulin promoter up-regulation | MIN6 insulin promoter-GFP reporter, high-content imaging; active compounds read high | z-score at 5 µM | actives 0.3% (n = 190,000);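 active = z-score above 3 at 5 µM with at least 500 cells counted in the well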
MT stabilize HCS: microtubule stabilization, imaging screen; actives 0.83% (n = 200,000); HeLa tubulin immunostaining HCS, 24 h; share of cells brighter than vehicle mean+2SD; % tubulin-high responders, % at 10 µM;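 active = plate Z-score above 3 for both tubulin-high and condensed-nucleus cell shares, with cell loss under 80%, at 10 µM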;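 note: anti alpha tubulin signal scored within the nucleus-defined area of each cell; some results filed as inactive read as strong as hits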
Autophagy HCS: autophagy modulation, high-content screen; MEF GFP-LC3 puncta imaging; test concentration mostly 10 µM; calls only at 10 µM (by protocol); actives 0.98% (n = 190,000);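 active = percentage of spot-positive cells more than 3 SD above its plate mean, without a fluorescence outlier flag or 80% toxicity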;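 note: spot-positive cell cutoff set from DMSO-treated cells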
UTI89 phage lysis: protection from phage-mediated lysis, alamar blue read-out – E. coli UTI89, K1F phage, bacterial capsule biogenesis inhibitors (AID 488966). one-dose inhibition, % at 100 µM; IC50 in µM for titrated hits. E. coli UTI89 K1F phage lysis, alamar blue, 2 h; higher % means a stronger effect. actives 0.02% (n = 340,000);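 active = phage lysis inhibition, versus mean bacterial control, above a set limit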;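 note: capsule biogenesis inhibitors block K1F phage lysis so surviving cells raise fluorescence; higher fluorescence means more inhibition of phage lysis; actives were called in the ten point dose series up to 300 µM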
b-catenin transl: alters nuclear translocation of beta-catenin in HeLa cells; nuclear translocation activity, % at 5 µM; immunofluorescence imaging; actives 0.3% (n = 190,000);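 active = nuclear translocation activity above 50% at 5 µM, with a well cell count of 50 or more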;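 note: per-cell ratio of nuclear to cytoplasmic median beta-catenin stain intensity; plate controls were DMSO negative control for no effect and GSK-3 inhibitor IX positive control for full effect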
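Technique: fluorescence imaging of beta-catenin antibody stain plus DAPI / Material: human HeLa cell line / Incubation: compound treatment 24 h, 37°C, 5% CO2 / Read-out basis: % activation of per-cell nuclear versus cytoplasmic median beta-catenin signal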
P. falciparum M1AAP: P. falciparum M1AAP inhibitors, biochemical, fluorogenic H-Leu-NHMec substrate, 1536-well (AID 1445); recombinant M1AAP, H-Leu-NHMec fluorogenic kinetic assay; higher % means a stronger effect; inhibition, % at 30 µM; hits with a dose series show IC50 in µM; actives 0.42% (n = 220,000);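 active = primary inhibition above the hit cutoff, then over 50% inhibition at one or more dose response concentrations, cut at about 23% in these data, passing the limit was not always enough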;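 note: plate controls were DMSO full reaction for no effect and no enzyme background for full effect; strong numbers were not always called active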
M17LAP inhibition: P. falciparum M17LAP inhibitors, primary screen, biochemical, fluorogenic H-Leu-NHMec substrate, 1536-well (AID 1619); one-dose inhibition, % at 30 µM; IC50 in µM for titrated hits; recombinant M17LAP, H-Leu-NHMec fluorogenic kinetic assay; higher % means a stronger effect; actives 0.38% (n = 220,000);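 active = compound inhibiting the enzyme by more than half at any dose during confirmatory dose-response retesting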;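 note: plate controls were full reaction with DMSO carrier for no effect and no enzyme background for full effect; strong numbers were not always called active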
Dynein transport cytoplasmic EGFP: recorded beside Dynein transport, whose call it bears; z-score; measured here: cytoplasmic GR-EGFP intensity; active compounds read high
Dynein transport nuclear GR-EGFP: also measured in Dynein transport; calls as there; z-score; measured here: nuclear GR-EGFP intensity;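 lower value marks the stronger effect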
Dynein transport cell count: second read-out of Dynein transport, no call of its own (marks repeat the call); z-score; measured here: cell count per field
Insulin prom up cell count: also measured in Insulin prom up; calls as there; cell count; measured here: cytotoxicity, nuclei count;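 total cells summed across four imaged fields per well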
b-catenin transl cell count 5 µM: second read-out of b-catenin transl, no call of its own (marks repeat the call); cell count; measured here: cell count, cytotoxicity flag
MT stabilize HCS Hoechst-high %: further read-out of MT stabilize HCS, marked with its call; % Hoechst-high responders; measured here: nuclear condensation Hoechst responders;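 share of cells brighter than vehicle mean plus two SD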
MT stabilize HCS cytotoxicity %: second read-out of MT stabilize HCS, no call of its own (marks repeat the call); toxicity, %; measured here: cytotoxicity by cell density;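 0% = mean cell density of plate MIN control wells and 100% = no cells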
Autophagy HCS cell loss 18 h: second read-out of Autophagy HCS, no call of its own (marks repeat the call); toxicity, %; measured here: cell loss, nuclei count;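 cell loss after 18 h compound exposure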
An asterisk follows results filed as active; i = inactive; · = no result given; [ ] = dose if it differs, or a comment.

item	mol	Dynein transport nuclear GR-EGFP	b-catenin transl	MT stabilize HCS	MT stabilize HCS cytotoxicity %	Dynein transport cell count	Insulin prom up cell count	ER stress rescue	Autophagy HCS cell loss 18 h	b-catenin transl cell count 5 µM	UTI89 phage lysis	M17LAP inhibition	Insulin prom up	P. falciparum M1AAP	Autophagy HCS	Dynein transport	Dynein transport cytoplasmic EGFP	MT stabilize HCS Hoechst-high %
1	O=C(Nc1nc(-c2ccccc2)cs1)c1ccc2c(c1)S(=O)(=O)c1ccccc1C2=O	-0.216	0.7	9.0	23.5	0.234	1232	-1.8%	-2.9	859	0.2%	4.6%	0.26	-8.6%	i	0.0388	-0.213	6.7
2	O=C(C1CCCN1C(=O)c1cccs1)N1CCc2ccccc21 (stereo unspecified)	-0.00827	-5.8	1.5	6.7	0.657	·	0.8%	13.5	1014	1.7%	-2.2%	·	1.2%	i	-0.252	-0.213	1.1
3	CC(C)(C)c1cc(/C=N/NC(=O)Cc2nc3ccccc3[nH]2)cc(C(C)(C)C)c1O	0.34	·	1.2	6.5	-0.664	937	-0.3%	34.2	·	-0.5%	2.0%	0.49	0.0%	i	0.466	0.518	1.0
4	CCOC(=O)c1sc(-c2ccccc2)cc1NC(=O)Nc1ccc([N+](=O)[O-])cc1	0.546	-1.1	2.2	10.2	0.0439	1196	2.0%	4.0	943	5.5%	-7.2%	-0.73	-0.5%	i	-0.186	-0.219	1.9
5	Cc1c(-c2ccccc2)nc2ccccc2c1C(=O)OCC(=O)Nc1ncc(C(F)(F)F)cc1Cl	2.04	·	6.4	10.7	-2.23	1217	-0.2%	2.0	·	1.6%	-6.1%	-0.02	6.2%	i	2.35	-0.09	3.3
6	Cc1ccc(S(=O)(=O)NCc2ccncc2)c(C)c1C	0.062	-0.5	1.7	5.9	-0.0825	653	-0.5%	4.0	1484	1.4%	-13.1%	-6.46	3.4%	i	0.354	-0.243	1.9
7	COC(=O)c1ccc(OC(=O)c2ccc(OC)c(OC)c2)c(OC)c1	-0.258	2.1	3.5	6.6	0.384	1217	1.7%	-8.5	1119	2.2%	-10.3%	0.18	1.1%	i	-0.646	-0.3	3.8
8	CCOC(O)[C@H]1N[C@@H](c2ccc(Cl)cc2)[C@@H]([N+](=O)[O-])[C@@H]1c1ccccc1 (stereo partly specified)	-0.238	·	2.3	9.9	0.051	1265	-0.8%	2.7	·	1.0%	6.2%	-0.64	-4.8%	i	-0.279	0.512	3.1
9	Cc1ccc(CN2C(=O)c3ccccc3C2C(=O)NCc2cccnc2)cc1 (stereo unspecified)	1.44	·	1.3	11.9	-1.09	887	-1.3%	13.0	·	-0.6%	4.8%	-0.03	11.7%	i	1.91	-0.0545	4.7
10	O=C(NCc1nc2ccccc2[nH]1)C1=C[C@@H](c2ccc(Br)cc2)C[C@@H](OCCCCO)O1	0.258	2.2	2.6	6.5	0.145	1424	2.9%	3.4	1074	5.8%	2.5%	-0.13	-1.9%	i	-0.0474	-0.3	1.2
11	Cc1c(CNC(=O)c2cnn3c2NC(c2ccc(Br)cc2)CC3C(F)(F)F)cnn1C (stereo unspecified)	0.602	5.4	1.6	11.3	0.944	1253	2.5%	2.0	836	0.1%	-1.6%	0.29	5.6%	i	1.03	0.161	2.0
12	COc1ccc(OC)c(-c2nc(CN(C)C(C)c3ccncn3)c(C)o2)c1 (stereo unspecified)	0.723	0.2	2.3	9.5	-0.875	1134	2.8%	-12.6	1505	-1.0%	15.3%	-0.03	-1.2%	i	1.67	-0.179	2.7
13	O=S(=O)(Nc1ccc(-c2cn3ccccc3n2)cc1)c1ccccc1	0.444	1.6	·	·	0.0572	925	·	·	1267	2.5%[50 µM]	-11.0%	-0.13	6.1%	·	-0.381	-0.294	·
14	O=C(NC(=S)N1CCCc2ccccc21)c1ccccc1	-0.266	-0.3	1.7	7.2	-0.223	1720	-3.8%	7.7	1364	-0.2%	10.4%	-0.23	-16.3%	i	-0.297	-0.199	1.1
15	CC(NC(=O)C(C)(C)C)c1nc2ccccc2n1C (stereo unspecified)	0.153	-0.3	1.5	7.3	0.0805	1227	·	8.5	1100	-0.3%	-2.8%	0.13	6.0%	i	-0.435	-0.203	2.7
16	COC(=O)c1c(NC(=O)Cc2cccs2)sc(C(=O)NC2CCCCC2)c1C	-0.0586	·	2.8	4.2	-0.0986	·	·	0.0	·	0.3%	·	·	·	i	0.297	-0.212	2.1
17	O=C1OCC/C1=C\c1ccc2c(c1)OCO2	0.256	6.8	·	·	-0.212	1310	·	·	1043	0.1%	3.6%	-0.24	6.5%	·	0.637	-0.258	·
18	O=C(NCCCn1ccnc1)c1cccc(S(=O)(=O)Nc2ccccc2F)c1	-0.103	-0.6	5.3	2.6	0.354	1276	-1.2%	6.4	1108	0.1%	-15.3%	-0.43	-3.0%	i	-1.13	1.29	4.3
19	O=[N+]([O-])c1cccc(-c2ccn[nH]2)c1	-0.303	-3.0	·	·	0.91	1445	·	·	1213	0.1%	0.9%	-0.76	-12.5%	·	-0.455	-0.234	·
20	Cc1nn(-c2ccccc2)c2sc(C(=O)N3CCc4ccccc4C3)cc12	0.958	-1.3	4.0	8.0	-0.0709	817	1.0%	-17.2	863	0.4%	-1.0%	-0.31	2.2%	i	0.918	-0.205	2.8
21	Cc1ccc(/C=C(\NC(=O)c2ccccc2)C(=O)OCc2ccccc2)cc1	0.522	-0.9	1.6	7.3	-0.883	1345	-2.2%	-15.9	959	3.1%	-3.5%	-0.17	4.3%	i	0.406	-0.245	1.7
22	COCC(C)NC(C(=O)Nc1ccc(Cl)c([N+](=O)[O-])c1)c1ccccc1 (stereo unspecified)	-0.135	0.4	6.1	5.6	0.17	1555	1.7%	8.8	1067	0.2%[50 µM]	13.7%	0.04	0.7%	i	-0.658	-0.241	3.1
23	Cc1ccccc1NC(=O)c1ccc(NC(=O)c2ccco2)cc1	-0.167	-1.1	2.5	1.3	0.711	·	-3.1%	-7.6	1101	-1.9%	-8.4%	·	1.6%	i	-0.331	0.108	1.8
24	O=C(C1=C[C@@H](C2CC2)C[C@@H](OCc2ccc(CO)cc2)O1)N1CCN(Cc2ccccc2)CC1	0.214	1.1	6.3	10.8	0.16	1355	-1.3%	-5.6	1182	-0.4%	-2.8%	-0.52	5.0%	i	-0.109	-0.304	1.3
25	Cc1cc(C)c2c(C)nn(-c3ccccc3)c2n1	2.11	·	1.3	8.4	-1.78	804	1.2%	3.8	·	0.5%	0.2%	0.5	-4.7%	i	2.72	0.198	0.7
26	CCC(C)NC(=O)CCc1nc2ccccc2n1-c1ccccc1 (stereo unspecified)	-0.393	1.0	5.9	4.8	0.0174	1370	-1.5%	8.3	1080	2.5%	19.9%	0.84	-1.3%	i	-0.493	-0.227	2.9
27	CCCC(=O)Nc1cc(C(=O)O)ccc1S(=O)(=O)c1ccc(C)cc1	0.526	-1.2	3.1	7.4	0.0299	1225	-2.4%	6.8	545	1.3%[50 µM]	20.7%	-0.62	-2.9%	i	-0.584	-0.299	5.0
28	CCc1c(C)sc(NC(=O)OC)c1C(=O)N1CCCCC1	-0.173	0.4	4.0	4.6	0.28	·	-3.4%	-0.1	982	5.2%	6.1%	·	14.0%	i	-0.799	-0.228	2.5
29	NC(=O)CN1CCOCCOCCN(CC(N)=O)CCOCCOCC1	0.181	-2.0	3.0	7.0	0.952	1113	-2.4%	-8.7	1202	1.1%	2.2%	0.32	8.5%	i	-0.28	-0.217	2.8
30	CCn1c2ccc(Cl)cc2c2nc3ccccc3nc21	-1.03	4.7	3.7	1.9	-0.871	1437	-0.6%	-6.7	1371	·	1.3%	-0.4	-1.7%	i	-0.755	-0.0138	1.7

Complete entries as entered above:
`O=S(=O)(Nc1ccc(-c2cn3ccccc3n2)cc1)c1ccccc1` is listed as Dynein transport nuclear GR-EGFP = 0.444; b-catenin transl = 1.6; MT stabilize HCS = ·; MT stabilize HCS cytotoxicity % = ·; Dynein transport cell count = 0.0572; Insulin prom up cell count = 925; ER stress rescue = ·; Autophagy HCS cell loss 18 h = ·; b-catenin transl cell count 5 µM = 1267; UTI89 phage lysis = 2.5%[50 µM]; M17LAP inhibition = -11.0%; Insulin prom up = -0.13; P. falciparum M1AAP = 6.1%; Autophagy HCS = ·; Dynein transport = -0.381; Dynein transport cytoplasmic EGFP = -0.294; MT stabilize HCS Hoechst-high % = ·
`Cc1ccccc1NC(=O)c1ccc(NC(=O)c2ccco2)cc1` is listed as Dynein transport nuclear GR-EGFP = -0.167; b-catenin transl = -1.1; MT stabilize HCS = 2.5; MT stabilize HCS cytotoxicity % = 1.3; Dynein transport cell count = 0.711; Insulin prom up cell count = ·; ER stress rescue = -3.1%; Autophagy HCS cell loss 18 h = -7.6; b-catenin transl cell count 5 µM = 1101; UTI89 phage lysis = -1.9%; M17LAP inhibition = -8.4%; Insulin prom up = ·; P. falciparum M1AAP = 1.6%; Autophagy HCS = i; Dynein transport = -0.331; Dynein transport cytoplasmic EGFP = 0.108; MT stabilize HCS Hoechst-high % = 1.8
